STAT1 act: increases IFN-gamma driven STAT1 reporter signal; activation (% of control), % at 5.5 µM; actives 2.6% (n = 200,000); AID 932; NIH 3T3 STAT1-luciferase reporter, luminescence; 100% = IFN-gamma alone, no compound;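 active = activation above the screen-wide mean activation plus 3 SD, cut at about 130% in these data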;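 also: raw ratio to IFN-gamma control signal so 100% means no change and 0% no light; values of inactives mirror those of a sister screen read the other way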
APP 5'UTR act: activates APP 5'UTR luciferase reporter. actives 1% (n = 190,000). AID 1276. activation, % at 2 µM. SH-SY5Y APP 5'UTR luciferase reporter, luminescence; zero percent = DMSO vehicle wells;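 active = activation above a set limit, based on mean plus 3 SD of controls, cut at about 140% in these data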; also: values of inactives mirror those of a sister screen read the other way
STAT1 blocker: inhibitors of IFN-gamma induced STAT1 signaling; NIH 3T3 STAT1-luciferase reporter, luminescence; inhibition, % at 5.5 µM; actives 0.35% (n = 200,000); AID 920;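 active = inhibition above a set limit, the mean inhibition across all tested compounds plus 3 SD, cut at about 34% in these data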;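 also: 0% = IFN-gamma with DMSO and 100% = IFN-gamma with 300 µM nifuroxazide; values of inactives mirror those of a sister screen read the other way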
STAT3 inh: STAT3 signaling inhibition; inhibition, % at 5.5 µM; actives 0.89% (n = 190,000); U3A cells, IL-6 STAT3-luciferase reporter, luminescence; host cell line lacks STAT1;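 active = inhibition above the mean inhibition across all screened compounds plus 3 SD, cut at about 44% in these data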;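 also: 0% = DMSO only wells and 100% = 100 µM nifuroxazide control wells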
Efa HMGR inh: blocks class II HMG-CoA reductase of Enterococcus faecalis; purified E. faecalis HMGR, NADPH absorbance 340 nm kinetic; inhibition, % at 10 µM; actives 0.41% (n = 190,000); AID 1066;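 active = inhibition above a set limit, the median over all tested compounds plus 3 SD, cut at about 9.5% in these data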;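 also: enzyme runs in reverse so mevalonate oxidation gives rising NADPH absorbance; 0% = complete reaction with DMSO and 100% = background rate lacking mevalonate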
TLR4 MyD88 comp: inhibitors of human TLR4-MyD88 binding; HeLa CL3-4 TLR4/MyD88 BLA complementation, FRET ratio; inhibition, % at 8.4 µM; actives 0.18% (n = 200,000); in the data active = inhibition above about 25%;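 also: 0% = vehicle and 100% = reference inhibitor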
Target sequence (O00206 whole entry, looked up): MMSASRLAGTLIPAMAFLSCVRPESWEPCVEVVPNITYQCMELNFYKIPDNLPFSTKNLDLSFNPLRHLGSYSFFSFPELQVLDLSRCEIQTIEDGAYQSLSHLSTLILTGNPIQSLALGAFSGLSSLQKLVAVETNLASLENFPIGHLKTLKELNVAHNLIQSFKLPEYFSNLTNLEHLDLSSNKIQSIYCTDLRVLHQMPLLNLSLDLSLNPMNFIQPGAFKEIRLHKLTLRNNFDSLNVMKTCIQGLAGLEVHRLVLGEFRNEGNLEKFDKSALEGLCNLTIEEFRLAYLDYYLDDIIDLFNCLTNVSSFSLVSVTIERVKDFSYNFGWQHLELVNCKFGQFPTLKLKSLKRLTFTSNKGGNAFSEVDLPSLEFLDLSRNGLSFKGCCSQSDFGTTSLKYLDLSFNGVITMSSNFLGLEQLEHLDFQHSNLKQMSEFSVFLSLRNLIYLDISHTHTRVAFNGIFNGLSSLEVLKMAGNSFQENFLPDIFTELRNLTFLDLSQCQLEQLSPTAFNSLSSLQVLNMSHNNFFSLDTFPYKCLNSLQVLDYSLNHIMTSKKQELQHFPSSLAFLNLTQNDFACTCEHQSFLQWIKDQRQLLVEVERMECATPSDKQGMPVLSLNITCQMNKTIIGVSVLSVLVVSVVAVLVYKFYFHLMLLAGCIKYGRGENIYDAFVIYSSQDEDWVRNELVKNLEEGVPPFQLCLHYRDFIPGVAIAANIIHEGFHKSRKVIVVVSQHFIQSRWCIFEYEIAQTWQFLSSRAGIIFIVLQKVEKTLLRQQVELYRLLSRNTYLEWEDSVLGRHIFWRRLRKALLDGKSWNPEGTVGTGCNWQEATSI
Target sequence (Q99836 whole entry, looked up): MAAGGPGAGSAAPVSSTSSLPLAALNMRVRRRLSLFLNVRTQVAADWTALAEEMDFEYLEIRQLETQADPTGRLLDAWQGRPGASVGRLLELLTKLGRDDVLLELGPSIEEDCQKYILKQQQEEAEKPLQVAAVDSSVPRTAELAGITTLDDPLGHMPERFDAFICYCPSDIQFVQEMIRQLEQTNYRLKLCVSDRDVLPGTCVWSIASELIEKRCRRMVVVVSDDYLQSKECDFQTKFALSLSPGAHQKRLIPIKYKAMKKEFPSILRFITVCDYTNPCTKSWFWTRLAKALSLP
STAT3 act: activators of IL-6 induced STAT3 signaling. U3A cells, IL-6 STAT3-luciferase reporter, luminescence; 100% = signal with IL-6 EC80 alone. activation (% of control), % at 5.6 µM. actives 0.91% (n = 190,000);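 active = activation above the screen-wide mean of compound activation plus 3 SD, cut at about 130% in these data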;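 also: 0% = background luminescence of wells with medium and substrate only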
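Test system: STAT3-luciferase reporter U3A cells; Detection: reporter luminescence signal; Times: 1 h compound pre-exposure, 6 h IL-6 stimulation, 37 °C; Benchmarks: IL-6-only high control; Also added: IL-6 stimulus at 33 ng/mL final.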
DTT redox prof: compounds producing H2O2 with reducing agent – biochemical, NIH compound library profiling, artefact control for MLSCN library redox annotation, primary screen; DTT-dependent redox cycling H2O2, phenol red/HRP absorbance; 100% = 100 µM peroxide control, 0% = buffer; AID 878; actives 0.03% (n = 200,000); activation, % at 10 µM;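 active = activation of at least 50% relative to the plate's high and low controls in the primary single-dose screen; inactive = activation below 50%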;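 also: compound incubated with DTT at 0.8 mM final as the reducing agent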
NF-kB neuron act: raises NF-kB expression in human neuronal cells; NF-kB reporter expression; stronger effect = higher value; fold change at 12.5 µM; actives 1.6% (n = 190,000); AID 1239; in the data active = fold change above about 3.3
Hsp70 activator: Hsp70 transcriptional activation, primary screen; HeLa Hsp70 promoter luciferase reporter, luminescence; scaled: vehicle 0, proteasome-inhibitor control 100%; activation, % at 10 µM; actives 0.04% (n = 200,000); AID 1203;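 active = activation above the mean across all tested compounds plus 3 SD, cutoff set per campaign, cut at about 5.5% in these data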;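 also: 100% = MG132 at 30 µM as the positive control and 0% = DMSO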
* hit, by the source's call; x = not tested or not shown.

A first look, 11 compounds:
SMILES	STAT1 act	APP 5'UTR act	STAT1 blocker	STAT3 inh	Efa HMGR inh	TLR4 MyD88 comp	STAT3 act	DTT redox prof	NF-kB neuron act	Hsp70 activator
O=S(=O)(c1ccc(Cl)s1)N1CCN(c2ncccn2)CC1	94	-3	6	4	0	-7	98	1.5	1	-0.1
CNC(=O)CNC(=O)Nc1ccc(Cl)c(Cl)c1	105	6	-7	7	-1	-1	103	-0.4	1.2	-0.3
CC1CC(Nc2cccc(O)c2)=CC(=O)O1 (configuration not stated)	93	14	7	-4	-1	10	103	0.2	0.96	-0.1
Cc1ccc(-c2cc(C(F)F)n3ncc(C(=O)NN4CCCCC4)c3n2)cc1	104	2	-5	8	1	-10	96	-2.0	0.88	-0.1
COc1ccc(C(=O)CC(=O)c2ccccc2O)cc1OC	121	25	-26	14	-2	-7	95	-0.8	1.8	0.2
Cc1ccc(C)n1NC(=O)c1ccc(Cl)cc1	104	6	-4	-3	-5	4	104	-2.6	1.2	-0.1
C=CCNC(=S)NNc1nc(Nc2ccccc2)nc(N2CCCCC2)n1	111	-5	-13	0	-6	6	104	-1.1	0.97	-0.3
CCCC(c1nnnn1Cc1cccs1)N1CCN(C)CC1 (configuration not stated)	99	1	0	8	-1	11	97	-1.4	0.98	-0.2
CCCn1c(Sc2nc3c(c(=O)[nH]c(=O)n3C)n2CCC)nc2c1c(=O)[nH]c(=O)n2C	101	-1	-1	4	-3	-9	106	0.7	1.1	-0.4
Cc1cccc(C)c1NC(=O)Cn1c(=O)n(CCC(=O)NCc2ccco2)c(=O)c2sccc21	99	-1	1	6	-1	-9	99	0.7	0.87	-0.1
COc1ccc(C)cc1NC(=O)CCC(=O)Nc1nnc(C(F)(F)F)s1	99	-2	5	18	0	4	91	0.5	1	-0.1

Results, previewed entries included:
SMILES	STAT1 act	APP 5'UTR act	STAT1 blocker	STAT3 inh	Efa HMGR inh	TLR4 MyD88 comp	STAT3 act	DTT redox prof	NF-kB neuron act	Hsp70 activator
O=S(=O)(c1ccc(Cl)s1)N1CCN(c2ncccn2)CC1	94	-3	6	4	0	-7	98	1.5	1	-0.1
CNC(=O)CNC(=O)Nc1ccc(Cl)c(Cl)c1	105	6	-7	7	-1	-1	103	-0.4	1.2	-0.3
CC1CC(Nc2cccc(O)c2)=CC(=O)O1 (configuration not stated)	93	14	7	-4	-1	10	103	0.2	0.96	-0.1
Cc1ccc(-c2cc(C(F)F)n3ncc(C(=O)NN4CCCCC4)c3n2)cc1	104	2	-5	8	1	-10	96	-2.0	0.88	-0.1
COc1ccc(C(=O)CC(=O)c2ccccc2O)cc1OC	121	25	-26	14	-2	-7	95	-0.8	1.8	0.2
Cc1ccc(C)n1NC(=O)c1ccc(Cl)cc1	104	6	-4	-3	-5	4	104	-2.6	1.2	-0.1
C=CCNC(=S)NNc1nc(Nc2ccccc2)nc(N2CCCCC2)n1	111	-5	-13	0	-6	6	104	-1.1	0.97	-0.3
CCCC(c1nnnn1Cc1cccs1)N1CCN(C)CC1 (configuration not stated)	99	1	0	8	-1	11	97	-1.4	0.98	-0.2
CCCn1c(Sc2nc3c(c(=O)[nH]c(=O)n3C)n2CCC)nc2c1c(=O)[nH]c(=O)n2C	101	-1	-1	4	-3	-9	106	0.7	1.1	-0.4
Cc1cccc(C)c1NC(=O)Cn1c(=O)n(CCC(=O)NCc2ccco2)c(=O)c2sccc21	99	-1	1	6	-1	-9	99	0.7	0.87	-0.1
COc1ccc(C)cc1NC(=O)CCC(=O)Nc1nnc(C(F)(F)F)s1	99	-2	5	18	0	4	91	0.5	1	-0.1
CCC/C(O)=C1\C(=O)CC(c2ccccc2)CC1=NCCc1c(C)[nH]c2ccc(C)cc12 (configuration not stated)	88	16	13	1	-5	-4	99	-0.1	1.3	-0.2
CC(=O)c1ccc(C)cc1OC(=O)c1cccc(F)c1	98	-2	1	3	-2	5	104	0.1	1.2	0.0
O=C(CN(c1ccccc1)S(=O)(=O)c1ccc(Cl)cc1)Nc1ccccc1C(=O)N1CCCC1	98	2	2	5	3	2	100	0.3	0.63	0.1
Cc1noc(C)c1COC(=O)CNC(=O)c1cccc(F)c1	106	13	-7	8	-6	7	98	-0.3	0.95	-0.2
Cc1ccc(S(=O)(=O)N2CCCCC2)cc1NC(=O)COC(=O)c1ccccc1F	96	0	2	3	-5	-4	102	-0.9	0.98	0.2
CC(=O)N1CCC(N(C(=O)Nc2ccc(F)cc2)C2CCCC2)CC1	100	-7	0	12	-4	4	97	0.0	0.98	0.3
COc1ccccc1N1CCN(c2ncnc3c2oc2ccccc23)CC1	109	11	-10	-3	-3	-6	106	-3.9	1.1	0.0
N#Cc1c(-c2ccncc2)c2c([nH]c1=S)CCCC2	93	14	8	9	2	-6	96	-4.7	1.1	-0.3
CCCn1c(N)c(C(=O)CSc2nnc(-c3cccnc3)n2-c2ccc(C)cc2C)c(=O)[nH]c1=O	92	-6	9	13	2	5	91	-0.1	1.2	-0.2

2 successive compounds out of the list so far, for reference:
SMILES	STAT1 act	APP 5'UTR act	STAT1 blocker	STAT3 inh	Efa HMGR inh	TLR4 MyD88 comp	STAT3 act	DTT redox prof	NF-kB neuron act	Hsp70 activator
N#Cc1c(-c2ccncc2)c2c([nH]c1=S)CCCC2	93	14	8	9	2	-6	96	-4.7	1.1	-0.3
CCCn1c(N)c(C(=O)CSc2nnc(-c3cccnc3)n2-c2ccc(C)cc2C)c(=O)[nH]c1=O	92	-6	9	13	2	5	91	-0.1	1.2	-0.2

Continued.
SMILES	STAT1 act	APP 5'UTR act	STAT1 blocker	STAT3 inh	Efa HMGR inh	TLR4 MyD88 comp	STAT3 act	DTT redox prof	NF-kB neuron act	Hsp70 activator
CC(C)Oc1ccccc1/C=N/Nc1ccccc1[N+](=O)[O-]	93	-4	8	-14	1	-13	111	0.0	1.3	-0.1
Cc1ccc(SCC(=O)Nc2ccc(S(N)(=O)=O)cc2)cc1	101	18	-1	-3	-8	9	103	-1.0	1.6	0.2
Cc1ccc(-n2c(SCC3CCCCO3)nnc2-c2ccco2)cc1 (configuration not stated)	98	-13	2	9	-1	-22	95	-0.1	0.9	-0.1
CCc1ccccc1NC(=O)/C(=C/c1ccco1)c1ccccc1	96	-4	4	-8	2	-4	112	0.0	0.61	-0.3
CC1CC(C)CN(CCOc2cccc(Cl)c2Cl)C1 (configuration not stated)	90	2	10	-1	-3	5	99	-0.5	1.2	0.0
Cc1onc(-c2ccccc2Cl)c1C(=O)Nc1ccc(F)c(F)c1	98	-19	3	3	-3	-11	98	-0.2	0.95	0.3
COc1cc(/C=C/c2cc(C(F)(F)F)[nH]c(=O)n2)cc(OC)c1OC	56	13	46*	17	-7	11	87	-0.3	1.3	0.2
COc1cccc(/C=N/NC(=O)CSCC(=O)Nc2ccccc2)c1O	102	-22	-3	5	-1	-6	96	-1.7	2	-0.4
CCc1cccc(NC2c3ccccc3C(=O)N2c2cccnc2)c1 (configuration not stated)	94	-6	4	0	-2	-8	99	-0.2	1.1	-0.3
Cc1ccc2oc(=S)n(C)c2c1	101	13	-2	12	0	-8	93	-0.3	1	-0.4
Cc1cc(C)c2nc(N3CCC(C(=O)NCc4cccnc4)CC3)sc2c1	98	3	1	5	3	1	97	-0.3	1.1	0.0
COc1ccc(-c2noc(CN3CCOCC3)n2)cc1OC	102	7	-2	8	-2	-2	97	1.3	1.8	0.4
S=C(NC1CCCC1)N1CCN(c2ccccn2)CC1	91	31	10	22	-7	-3	80	-0.1	1.2	-0.3
CCO[C@@H]1OC(C(N)=O)=C[C@H](c2ccccc2)[C@H]1CCCO	106	17	-5	x	0	-2	x	0.3	1.2	0.3
CC1CCCN(Cc2cccc(Oc3ccccc3)c2)C1 (configuration not stated)	105	5	-6	13	-4	8	93	0.7	1.1	-0.2
CC(C)NC(=S)N/N=C1\CCCCC1C1CCCCC1 (configuration not stated)	103	8	-3	11	-1	5	97	-0.1	1.5	0.2
CCOC(=O)C1CCN(C(=O)CN(c2ccc(Cl)c(C(F)(F)F)c2)S(C)(=O)=O)CC1	87	1	14	9	0	8	95	2.5	0.99	-0.1
COC(=O)c1ccccc1NC(=O)C1CC(=O)N(c2ccc(C)cc2)C1 (configuration not stated)	100	-1	0	3	1	14	95	0.1	1.2	0.5
COc1ccc(S(=O)(=O)N2CN(CCc3ccc(OC)c(OC)c3)c3nc4ccccc4nc32)cc1	102	4	-2	8	-3	4	96	0.9	0.82	-0.5
O=c1c2c3c(sc2nc2n1CCCCC2)CCCC3	143*	70	-45	-12	1	-6	116	-0.3	4.1*	-0.1
O=C(Nc1cccc2nsnc12)c1ccc(F)cc1	104	2	-4	-6	-11	-3	108	-0.4	1.1	-0.3
O=C(NC(c1ccccc1)c1ccccn1)c1cccc([N+](=O)[O-])c1 (configuration not stated)	104	-6	-7	4	-5	7	104	-0.6	1.2	0.2
CCCc1[nH]n(-c2nc3ccccc3s2)c(=O)c1C=NCCCN(CC)CC	104	14	-6	1	0	-23	101	-0.4	1.6	0.0
Cc1ccc(S(=O)(=O)NCC(=O)N(CC(=O)NCc2ccco2)Cc2ccc3c(c2)OCO3)cc1	107	4	-8	14	-7	-5	93	1.0	1.3	-0.6
OCCC#Cc1ccc(CN2CCN(Cc3ccsc3)C(CCO)C2)cc1 (configuration not stated)	97	-14	2	-2	-2	17	106	-0.6	1.4	-0.1
Cc1nc(C)c(NC(=O)OC(C)C)cc1NC(=O)OC(C)C	101	-2	1	0	1	-3	104	-0.5	0.87	-0.3
Cn1c(N)c(C(=O)COC(=O)COc2ccc3ccccc3c2)c(=O)n(C)c1=O	99	-5	0	-1	-4	2	103	-0.2	0.92	0.0
c1ccc(-c2nc3ccccc3nc2N2CCOCC2)cc1	103	3	-3	17	-4	17	93	2.4	1.1	-0.4
CCN1C(=O)c2ccccc2S(=O)(=O)c2ccc(C(=O)NCc3cccnc3)cc21	105	27	-6	-9	-6	-4	112	-0.4	1	0.0
O=C(CCn1c(=S)oc2ccccc21)Nc1ccccc1F	95	-13	4	7	-7	-8	96	-0.4	2.3	-0.4
O=C1CSC(=S)N1CC1CCCO1 (configuration not stated)	99	0	1	14	-7	-5	92	-0.8	1.1	-0.4
Cc1ccccc1NC1=NCC(c2ccc([N+](=O)[O-])cc2)S1 (configuration not stated)	78	19	22	16	1	4	90	-0.8	1.1	-0.5
CCc1ccc2c(c1)C1(NN=C(c3ccccc3)S1)C(=O)N2 (configuration not stated)	108	26	-31	-22	-1	25*	120	1.4	4.5*	0.1
CN(C(=O)CSC1=NC2C(N=N1)c1cc(Br)ccc1N2C)C1CCCCC1 (configuration not stated)	104	-3	-3	3	-6	18	99	7.9	1.2	0.4
CSc1ccc(C(=S)N2CCN(CCO)CC2)cc1	99	x	-9	-5	1	-1	106	4.8	1.3	-0.3
Cn1c(CC(=O)NCCO)c(Sc2ccccc2)c2ccccc21	96	-12	5	-4	1	4	101	-0.1	1.1	0.0
CCCC(=O)O[C@]1(C(=O)CO)CC[C@H]2[C@@H]3CCC4=CC(=O)CC[C@]4(C)[C@H]3[C@@H](O)C[C@@]21C	127	53	-29	12	-6	-2	91	0.2	0.64	-0.1
Cc1ccc(S(=O)(=O)N2CCOC2CNC(=O)C(=O)NCCc2c[nH]c3ccccc23)cc1 (configuration not stated)	90	-13	9	7	-4	5	100	3.6	0.6	-0.3

Assay outcomes from PubChem.
